Screening results as filed in PubChem.
GLP1R ag: GLP-1 receptor (human) agonism; HEK293 GLP-1R CRE-luciferase, luminescence, 4-6 h; cells express a hypersensitive GLP-1R form; Potency, µM (highest dose often 45.6 µM), for the others: at the highest dose activation, actives largely listed as activators; actives 0.007% (n = 380,000); AID 624172; further: potency means the concentration at half of the fitted maximal effect; % of control where 0% means no effect
Target sequence (P43220 whole entry, looked up): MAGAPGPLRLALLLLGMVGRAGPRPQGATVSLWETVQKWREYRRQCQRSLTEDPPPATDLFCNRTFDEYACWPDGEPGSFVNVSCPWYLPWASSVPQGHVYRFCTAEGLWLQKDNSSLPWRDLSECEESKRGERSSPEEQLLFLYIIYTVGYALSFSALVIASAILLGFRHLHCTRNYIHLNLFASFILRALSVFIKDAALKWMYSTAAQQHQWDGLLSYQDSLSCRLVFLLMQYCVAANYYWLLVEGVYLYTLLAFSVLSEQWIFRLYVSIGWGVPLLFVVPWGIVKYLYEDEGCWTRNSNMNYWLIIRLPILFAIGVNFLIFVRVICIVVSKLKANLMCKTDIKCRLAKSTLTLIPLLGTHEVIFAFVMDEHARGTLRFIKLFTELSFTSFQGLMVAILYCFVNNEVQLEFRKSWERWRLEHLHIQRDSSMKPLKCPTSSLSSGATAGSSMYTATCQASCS
TDP43 rescue: TDP-43 toxicity inhibition in yeast. Potency, µM (highest dose often 46.1 µM), for the others: at the top dose growth rescue (activation), most hits filed as activators. TDP-43 expressing yeast growth rescue, BacTiter-Glo, 24 h. actives 1.8% (n = 410,000); further: potency means the concentration at half of the fitted maximal effect; % of control where 0% means no effect; nearly all actives have a fitted effect of over 50% in size
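Growth rescue of TDP-43-toxic yeast measured as ATP luminescence (BacTiter-Glo). Cells grown to mid-log in raffinose, induced in galactose at OD600=0.02, exposed to compound 24 hr at 30 deg C.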
PTHR1 ag: agonists of human PTHR1 parathyroid hormone receptor; Q03431; HEK293 GP2 PTHR1 cells, GloSensor cAMP luminescence, 1 h; Potency, µM (series often up to 115 µM), for inactives: top-dose activation, actives largely listed as activators; actives 0.075% (n = 410,000); AID 743266; further: potency means the concentration at half of the fitted maximal effect; nearly all actives have a fitted effect of over 55% in size; some results filed as inactive show a strong effect at the top dose; inactives centre near -15; many of its hits are not listed in these tables
Target sequence (Q03431 whole entry, looked up): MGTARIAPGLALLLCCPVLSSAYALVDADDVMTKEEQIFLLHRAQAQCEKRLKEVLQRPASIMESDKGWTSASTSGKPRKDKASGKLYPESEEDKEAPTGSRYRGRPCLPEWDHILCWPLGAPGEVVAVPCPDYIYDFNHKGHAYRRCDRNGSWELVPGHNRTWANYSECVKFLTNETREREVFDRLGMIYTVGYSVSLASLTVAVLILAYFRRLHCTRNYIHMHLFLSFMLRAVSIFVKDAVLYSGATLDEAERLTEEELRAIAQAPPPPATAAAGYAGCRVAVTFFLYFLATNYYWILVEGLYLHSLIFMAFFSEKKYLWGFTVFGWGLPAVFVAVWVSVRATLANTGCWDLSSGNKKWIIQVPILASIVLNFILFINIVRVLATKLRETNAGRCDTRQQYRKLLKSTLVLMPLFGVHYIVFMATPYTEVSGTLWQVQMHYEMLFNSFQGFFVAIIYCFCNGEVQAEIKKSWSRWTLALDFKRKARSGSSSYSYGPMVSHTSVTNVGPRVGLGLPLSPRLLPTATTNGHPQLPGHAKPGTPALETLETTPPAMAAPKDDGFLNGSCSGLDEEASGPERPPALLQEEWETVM
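HEK-293-derived GP2 cells expressing PTHR1 and a GloSensor cAMP reporter, 3,000/well, plated overnight, given luciferin plus IBMX (each 0.5 mM as added) for 1 h at 37 °C, then compound for 1 h at 37 °C. Luminescence was read after 15 min at room temperature.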
GLP1R inv ag: acts as inverse agonist at human GLP-1 receptor | P43220 | HEK293 GLP-1R CRE-luciferase, luminescence, 24 h; GLP-1R form is constitutively active | Potency, µM (titrated, usually from 38.3 µM), for inactives: at the highest dose activity change, negative = inhibition, hits mostly inhibitors | actives 1.6% (n = 410,000); further: potency means the concentration at half of the fitted maximal effect; on the % scale 0 is the no-effect control and ±100 the full control effect; nearly all actives have a fitted effect of over 55% in size
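Readout was luciferase luminescence, measured 12 min after detection reagent at room temperature. Beforehand, GLP-1R reporter HEK293 cells had sat 12 h, then received compounds for 24 hr at 37 deg C.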
KB-V1 MDR tox: kills drug-selected multidrug resistant KB-V1 cells. Potency, µM (series often up to 46.1 µM), for the others: at the top dose activity change, negative = cytotoxicity, usual class: cytotoxic. KB-V1 MDR cells viability, CellTiter-Glo, 72 h. actives 3.4% (n = 400,000). AID 1347076; further: potency means the concentration at half of the fitted maximal effect; on the % scale 0 is the no-effect control and ±100 the full control effect; nearly all actives have a fitted effect of over 60% in size
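Compound-treated KB-V1 multidrug-resistant cells, 72 h, 37 degrees C; viability by CellTiter-Glo. Fitted qHTS curves give the values.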
HEK293 tox: cytotoxicity in counter-screen for GLP-1R inverse agonists | HEK293 cAMP-luciferase reporter cells, luminescence, 24 h | Potency, µM (series often up to 38.3 µM), inactives show at the top dose activity change, negative = inhibition, most hits filed as inhibitors | actives 0.13% (n = 410,000);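 further: loss of luciferase light is scored as toxicity; potency means the concentration at half of the fitted maximal effect; on the % scale 0 is the no-effect control and ±100 the full control effect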
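Cells in DMEM/10% Nu serum/1% pen-strep, 1536-well format. Pre-incubated 12 h, dosed with 23 nL compound, incubated a further 24 h. Luciferase detection, 12 min at room temp, luminescence.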
D3 ag: D3 dopamine receptor (human) agonism | P35462 | AID 652048 | actives 0.58% (n = 410,000) | D3R DiscoveRx beta-arrestin cells, luminescence, 90 min | max activation, %; in the data active means max activation above about 30%; further: 0% is about no effect; mostly tested at two doses, the higher about 12 µM
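Agonist-mode cell screen: cells plated at 1500/well and incubated overnight at 37 °C, then exposed to library compounds for 90 min at 37 °C. Detection reagent was added for 30–60 min at room temperature, and luminescence was read.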
D3 antag: D3 dopamine receptor (human) antagonism | P35462 | D3R cells, DiscoveRx beta-arrestin luminescence, antagonist mode; stronger effect = lower value | max response, negative = inhibition, % | actives 2.5% (n = 360,000); in the data active means max response below about -50%; inconclusive means no clear call, values can overlap the other calls; further: on the % scale 0 is the no-effect control and ±100 the full control effect; mostly tested at two doses, the higher about 12 µM
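Cells plated overnight at 1500 cells/well, then exposed to library compounds with dopamine controls for 90 minutes at 37 degrees C. DiscoveRx reagent added for 30–60 minutes at room temperature; luminescence read, quantitative HTS format.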
aSyn yeast inh: rescues yeast growth from alpha-synuclein toxicity | Yeast expressing alpha-synuclein, growth rescue, BacTiter-Glo, 24 h | actives 0.14% (n = 370,000) | AID 652106 | Potency, µM (highest dose often 46.1 µM), inactives show at the highest dose growth rescue (activation), hits mostly activators; further: potency means the concentration at half of the fitted maximal effect; % of control where 0% means no effect; nearly all actives have a fitted effect of over 65% in size
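Readout is rescue of growth in alpha-synuclein-expressing yeast, so inhibitors of toxicity appear as activators. Growth after 24 hr at 30 deg C in galactose medium is quantified by luminescence.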
* hit, by the source's call; i = inactive; ? = inconclusive; nt = no result given; [ ] = another dose, or the depositor's remark. Unless noted, the call rests on the fitted dose curve; in most records, active means well fitted curve in the direction sought with a large enough effect; inconclusive means small, poorly fitted or top-dose-only effect, or another doubt; inactive means no such curve, though single readings can be large; an effect the other way counts as inactive or inconclusive. This is a subset; count on the stated rates, not on these rows.

no.	canonical_smiles	D3 antag	KB-V1 MDR tox	HEK293 tox	TDP43 rescue	GLP1R ag	aSyn yeast inh	GLP1R inv ag	D3 ag	PTHR1 ag
1	COc1cc(C(=O)Nc2nnc(Cc3ccccc3)s2)cc(OC)c1OC	-23.9	-11.8%	-9.2%	-11.3%	10.2%	22.2%	-4.4%	2.6	-3.7%
2	Cc1ccc(CNC(=O)C(=O)NCC2OCCN2C(=O)c2cccs2)cc1 (stereo not drawn)	5.2	1.4%	-2.3%	-0.1%	0.6%	3.0%	6.6%	9.3	-53.7%[inhibitor]
3	CCc1ccccc1NC(=O)Nc1nnc(N(CC)c2ccccc2)s1	nt	-10.4%	1.5%	19.9%	nt	nt	-8.9%	-0.5	i
4	Cc1nn(C)cc1S(=O)(=O)Nc1ccc2c(c1)OCCO2	13.1	3.6%	-1.5%	12.2%	4.3%	0.1%	-19.8%	10.8	i
5	O=C(COC(=O)/C=C/c1cccc(C(F)(F)F)c1)NC(=O)NCc1ccccc1	0.8	3.9%	-2.6%	1.8%	6.8%	-7.1%	-17.5%	0.7	-12.4%
6	CC(C)C(=O)NC(=S)Nc1ccccc1F	12.8	10.0%	11.3%	?	3.7%	0.9%	0.7%	-5.3	-2.6%[57.5 µM]
7	Cc1ccsc1C(=O)N1CCC1(C)C(=O)Nc1ccc2c(c1)OCCO2 (stereo not drawn)	17.2	4.6%	-4.3%	?	5.7%	9.6%	13.4%	2.0	-13.5%
8	COc1ccc(CCN2CC(O)=C(c3nc(C)cs3)C2=N)cc1OC	-10.4	?	2.7%	-7.9%	0.2%	-12.0%	0.0%	-31.1	i
9	CN(N=Cc1ccc([N+](=O)[O-])cc1)c1ccccn1	-2.1	-11.8%	-12.5%	0.0%	8.2%	0.2%	-6.3%	2.4	i
10	COC(=O)CS(=O)(=O)c1nnc([C@H](Cc2ccccc2)NC(=O)OC(C)(C)C)o1	-4.2	?	?	35.5µM*	6.2%	-21.3%	-0.6%	6.3	-46.5%[inhibitor]
11	CC(C)CC(C(=O)OCC(=O)Nc1cccc(Cl)c1)N1C(=O)C2CC=CCC2C1=O (stereo not drawn)	0.0	?	4.6%	35.5µM*	-1.2%	24.3%	-17.3%	-3.7	i
12	CCc1nc2ccc(C(=O)NC3CCN(Cc4ccccc4)CC3)cn2c1N(CC)CCOC	?	?	2.0%	29.2%	1.6%	-3.3%	9.5%	-8.8	-24.8%
13	CCCCn1c(N)c(N(Cc2ccccc2OC)C(=O)c2c(CC)noc2C)c(=O)[nH]c1=O	5.0	-5.5%	7.3%	13.1%	-5.2%	4.6%	22.6%	-1.6	i
14	CCc1ccc(C=C2SC(=S)N(CCCC(=O)Nc3ccc(C(=O)O)cc3)C2=O)cc1	-19.3	14.5%	0.4%	4.8%	5.8%	-5.3%	0.4%	5.1	-46.3%[inhibitor]
15	N=C1SC(CC(=O)Nc2ccc([N+](=O)[O-])cc2)C(=O)N1c1ccccc1 (stereo not drawn)	-26.3	4.4%	?	-1.0%	-0.6%	-1.9%	?	18.3	-19.1%
16	Cc1ccc(SCC(=O)OCC(=O)N(CCC#N)c2ccccc2)cc1C	0.1	-1.4%	4.4%	25.7%	2.8%	8.3%	-2.7%	1.2	i
17	O=C(NCc1ccco1)c1nn2c(C(F)(F)F)cc(-c3cccs3)nc2c1Cl	20.8	0.5%	36.2%[activator]	7.1%	8.6%	1.4%	2.9%	2.0	-0.5%[57.5 µM]
18	COC(=O)c1ccccc1S(=O)(=O)N1CCC(C(=O)Nc2ccc(N3CCOCC3)cc2)CC1	0.0	?	-7.9%	1.8%	9.3%	-3.0%	8.5%	-5.8	i
19	OCCSc1nc2ccccc2n1CCOc1ccccc1	-21.0	?	12.3%	-12.1%	3.2%	7.3%	19.2%	-10.6	i
20	CCc1ccc2c(c1)NC(=O)C2(C)Cc1ccc(OC(F)(F)F)cc1 (stereo not drawn)	16.6	-5.0%	-19.0%	0.8%	6.5%	9.8%	?	2.3	-17.7%
21	COc1ccc(S(=O)(=O)NC2CCCC2)c(OC)c1	3.4	0.0%	-20.9%	22.5%	-1.4%	-5.1%	-10.3%	-3.3	i
22	O=C(NN=Cc1ccccc1O)C1CC1	1.5	?	-5.2%	-6.0%	16.8%	11.7%	0.6%	-14.4	i
23	CCCCn1c(N)c(N(CC(C)C)C(=O)C2CCC2)c(=O)[nH]c1=O	6.2	?	-9.2%	12.5%	-1.1%	1.2%	21.4%	-4.4	?
24	CCC(Sc1nc(C)cc(C)n1)C(=O)O (stereo not drawn)	10.4	13.2%	-3.6%	-13.4%	0.6%	3.3%	5.0%	7.0	i
25	CCCCCOC(=O)CSc1nc2sc3c(c2c(=O)n1-c1ccccc1)CC(C)(CC)OC3 (stereo not drawn)	nt	4.5%	20.1%	20.6%	nt	nt	-10.1%	2.9	-4.0%
26	O=C(c1ccc2snnc2c1)N1CCCC1	-21.4	-4.0%	-2.6%	-6.2%	-4.5%	-12.8%	3.3%	-1.6	-3.4%[57.5 µM]
27	CC(=O)c1sccc1NC(=O)CC(C)(C)CC(=O)O	-14.7	16.1%	1.0%	2.8%	0.2%	-0.9%	17.0%	-9.7	-5.1%
28	COc1ccc(/C=N/NC(=O)c2sc(C)nc2C)cc1	-16.3	-24.6%	5.2%[7.66 µM]	-8.2%[9.22 µM]	20.3%	-5.7%	27.9%[7.66 µM]	-5.1	-2.3%
29	CC1CN(C(=O)COC(=O)/C=C/c2ccc(C(F)(F)F)cc2)CC(C)O1 (stereo not drawn)	-15.2	-18.9%	-6.8%	23.8%	-2.9%	3.1%	-6.8%	0.0	-9.9%
30	O=CC1=C(c2ccccc2)Oc2ccccc2O1	11.9	?	?	-90.2%[inhibitor]	-4.6%	-69.5%[inhibitor]	?	2.1	-34.7%[inhibitor]
31	CC(=O)c1sc(NC(=O)C2CC(=O)N(Cc3ccco3)C2)nc1-c1ccccc1 (stereo not drawn)	1.1	-18.4%	3.9%	-14.2%	1.3%	-12.4%	?	-7.3	-13.7%
32	Cc1cccc(NC(=O)C2CCCN(S(=O)(=O)c3c(C)nn(C)c3C)C2)n1 (stereo not drawn)	0.0	-16.2%	-35.9%	13.7%	-4.2%	6.5%	10.9%	5.3	i
33	O=C(Cn1cc(C(=O)c2ccccc2)c(=O)c2cc3c(cc21)OCCO3)Nc1ccc(F)c(F)c1	nt	0.1%	1.9%	-20.5%	-1.1%	nt	12.2%	-3.4	-94.2%[inhibitor]
34	C[C@@H]1CN([C@H](C)CO)C(=O)CCCn2nncc2CO[C@H]1CN(C)Cc1ccc(Cl)c(Cl)c1	-3.4	-18.3%	1.6%	0.0%	0.1%	12.2%	-8.0%	1.5	-2.5%
35	C/C(=N\NC(=O)c1ccc(Cl)cc1)c1ccc2[nH]ccc2c1	6.9	2.1%	-0.8%	-10.5%	8.0%	-1.6%	-12.4%	-7.6	-54.4%[inhibitor]
36	COc1ccccc1CN(C)C(=O)c1sccc1-c1ccccc1	5.5	?	-3.3%	-1.0%	7.4%	2.0%	?	2.4	-49.7%[inhibitor]
37	COc1ccc(N2CCN(C(=O)CSc3nnc(C)c(=O)[nH]3)CC2)cc1	-20.9	12.5%	26.1%	-21.2%	6.0%	-3.9%	9.4%	-16.1	i
38	O=C(Nc1ncc([N+](=O)[O-])s1)c1ccc2c(c1)OCO2	-0.4	?	?	-60.9%[inhibitor]	-4.7%	-39.5%[inhibitor]	?	0.2	-91.7%
39	CCOc1ccccc1NC(=O)c1ccccc1-c1ccccc1	-29.9	-26.2%	-2.4%	-26.4%[1.82 µM]	13.7%	-0.1%	?	-6.2	-2.7%
40	COc1cc(C(=O)NCCC(=O)NC2CCCCC2)cc(OC)c1OC	-16.2	19.0%	-2.7%	4.2%	-1.3%	-5.4%	3.8%	0.3	-2.2%
41	Cc1c(CCO)c(=O)[nH]n1S(=O)(=O)c1ccccc1	-4.7	6.4%	6.1%	23.0%	1.5%	-1.7%	32.3%	5.5	i
42	COc1cc(CNC(=O)c2cc3n(n2)CCCN(Cc2ccc(C)cc2)C3=O)cc(OC)c1OC	nt	-1.6%	0.8%	0.0%	nt	nt	4.0%	7.1	i
43	CCCN1CCN(CCNC(=O)Nc2cc(C)ccc2C)CC1	10.0	0.0%	0.3%	5.2%	-0.8%	-5.1%	4.2%	-6.9	-21.2%
44	COc1ccc(-c2cn3nc(SCC(=O)Nc4ccccc4F)ccc3n2)cc1	nt	-9.9%	-10.1%	0.0%[9.22 µM]	nt	nt	-2.6%	7.3	-33.3%[inhibitor]
45	Cn1c(NC(=O)c2ccco2)c(-c2ccc(Cl)cc2)c(=O)c2ccccc21	23.5	-0.4%	9.9%	-14.2%	-2.9%	-0.2%	1.7%	-0.4	i
46	COc1ccc(NC(=O)CCCC2=NS(=O)(=O)c3ccccc3N2)cc1	-5.1	-20.9%	2.6%	21.1%	13.0%	0.5%	10.9%	3.8	-14.8%
47	COCCNC(=O)C(=O)Nc1cccc(Br)c1	-5.6	0.0%	4.1%	-2.9%	3.1%	0.0%	0.0%	8.2	-1.4%[57.5 µM]
48	Cc1ccc(-c2nc(SC(C)C(=O)NC3CC3)n[nH]2)cc1 (stereo not drawn)	2.6	6.8%	6.4%	2.9%	0.2%	-9.6%	21.5%	0.7	i
49	CCc1ccccc1N1CC(c2nc3ccccc3n2CCCOc2ccc(Cl)cc2)CC1=O (stereo not drawn)	nt	0.6%	2.5%	-22.2%	nt	nt	6.0%	-35.1	-23.6%
50	COc1cc(CNCc2ccc(OC)c3ccccc23)cc(OC)c1OC	4.8	0.7%	-11.1%	-14.0%	-0.7%	2.0%	?	9.0	-19.5%
51	Nc1ccc(Nc2nc(-c3ccncc3)cs2)cc1	-9.1	-11.9%	0.1%	4.0%	-10.8%	-7.1%	0.0%	0.2	-12.2%[57.5 µM]
